D2 antag – antagonists of human D2 dopamine receptor; inhibition, % at 10 µM; HEK293 TREx D2 cells, calcium flux, dopamine EC80; 340,000 compounds, 2% hits; P14416; in the data active = inhibition above about 30%; also: 0% is about no effect
Target sequence (P14416 whole entry, looked up): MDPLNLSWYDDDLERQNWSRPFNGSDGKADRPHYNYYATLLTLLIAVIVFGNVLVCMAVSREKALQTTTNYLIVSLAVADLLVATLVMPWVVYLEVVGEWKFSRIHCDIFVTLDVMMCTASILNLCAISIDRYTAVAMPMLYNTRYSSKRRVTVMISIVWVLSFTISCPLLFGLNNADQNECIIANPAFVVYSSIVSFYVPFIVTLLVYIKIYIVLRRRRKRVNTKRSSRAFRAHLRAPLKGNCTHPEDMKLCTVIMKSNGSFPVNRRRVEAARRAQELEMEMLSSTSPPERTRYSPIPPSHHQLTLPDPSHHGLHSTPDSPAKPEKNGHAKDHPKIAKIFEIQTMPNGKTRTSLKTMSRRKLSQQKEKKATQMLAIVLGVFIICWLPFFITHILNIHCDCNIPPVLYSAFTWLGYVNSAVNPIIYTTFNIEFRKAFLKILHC
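Calcium mobilization kinetics were recorded at 1 s intervals in tetracycline-induced HEK293 T-REx D2 cells, first for 180 s after compound addition and then 180 s after EC80 dopamine.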
TRHR enhancer – allosterically enhances the human TRH receptor; enhancement, % at 2 µM; TRHR cells, fluo-8 calcium fluorescence, EC20 TRH enhancement; 360,000 compounds, 0.66% hits; AID 493056; P34981; in the data active = enhancement above about 30%; also: 0% is about no effect
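Enhancer read-out: after compound pinning and an initial kinetic agonist-mode read, an EC20 of TRH (10 nM final) was injected and fluo-8 calcium signal (Ex 480/Em 530) followed at 1 s/cycle for 100 cycles in TRHR-expressing cells.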
D1 antag – blocks dopamine activation of the human D1 receptor; P21728; HEK293 TREx D1 cells, calcium flux, dopamine EC80; stronger effect = lower value; activity change, negative = inhibition, % at 10 µM; 360,000 compounds, 3.2% hits; in the data active = activity change below about -30%; also: % is scaled to controls: 0 for no effect and ±100 for the full control effect
Target sequence (P21728 whole entry, looked up): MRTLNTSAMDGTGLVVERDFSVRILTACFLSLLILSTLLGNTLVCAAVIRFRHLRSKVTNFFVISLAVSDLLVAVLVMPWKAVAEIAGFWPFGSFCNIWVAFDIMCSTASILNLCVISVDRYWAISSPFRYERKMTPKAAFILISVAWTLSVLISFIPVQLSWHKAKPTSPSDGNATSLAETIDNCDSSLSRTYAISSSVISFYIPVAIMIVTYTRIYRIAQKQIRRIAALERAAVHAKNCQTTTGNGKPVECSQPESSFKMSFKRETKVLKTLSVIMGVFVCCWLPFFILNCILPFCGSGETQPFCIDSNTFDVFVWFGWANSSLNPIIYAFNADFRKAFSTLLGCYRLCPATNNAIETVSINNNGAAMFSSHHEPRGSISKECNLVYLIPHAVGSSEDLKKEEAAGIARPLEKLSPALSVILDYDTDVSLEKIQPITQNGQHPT
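Using tetracycline-induced force-coupled D1 Hek293 cells and a calcium dye, signals were followed for 180 s after compound, then for 180 s after EC80 dopamine, to detect inhibitors.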
RXFP1 ag – RXFP1 (human) receptor agonism. HEK293T-RXFP1 cAMP TR-FRET, 30 min; response scale: percent of porcine relaxin response, buffer zero. 370,000 compounds, 0.3% hits. Potency, µM (titrated, usually from 57.5 µM), for inactives: top-dose activation, most hits filed as activators. Q9HBX9; active = well fitted activation curve with a large enough effect; inconclusive = small, poorly fitted or top-dose-only effect; also: potency is read from the fitted curve at half-maximal effect; % is scaled to controls: 0 for no effect and ±100 for the full control effect; nearly all actives have a fitted effect of over 60% in size; many of its hits are not listed in these tables
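Agonist response is measured as cAMP accumulation in an RXFP1-transfected HEK293T line under PDE4 inhibition. Values are scaled between buffer-only and 29 nM porcine relaxin, and EC50s come from standard Hill equation fits.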
D2 potentiator – positive allosteric modulators of human D2 dopamine receptor. HEK293 T-REx D2, calcium flux, EC20 dopamine potentiation. potentiation, % at 10 µM. 340,000 compounds, 0.34% hits. AID 485347;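 active = potentiation over 3 SD above the plate norm, cut at about 30% in these data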; also: 0% is about no effect
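Potentiation of an EC20 dopamine calcium response is measured in a force-coupled, tetracycline-inducible Hek293 Trex D2 line. Compound-only kinetic reads over 180 s flag agonists before dopamine addition.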
D1 PAM – potentiators of human D1 dopamine receptor; P21728; HEK293 TREx D1 cells, calcium flux, dopamine EC20 potentiation; potentiation, % at 10 µM; 360,000 compounds, 0.036% hits; AID 504651; in the data active = potentiation above about 30%; also: 0% is about no effect
D1 agonist – human D1 receptor agonism; HEK293 T-REx D1 cells, calcium flux, agonist mode; activation, % at 2 µM; 360,000 compounds, 1% hits; P21728; in the data active = activation above about 30%; also: 0% is about no effect
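Tetracycline-induced HEK293 TREx D1 cells, force-coupled to calcium signalling, were dye-loaded with a no-wash calcium kit. Compound was pin-added after a 10 s baseline. Fluorescence was read kinetically at 1 cycle/s for 180 s, with calcium rises flagged as agonism.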
RXFP1 antagonist – blocks the human relaxin receptor RXFP1 | Q9HBX9 | HEK293-RXFP1, relaxin-stimulated cAMP HTRF, 30 min; stronger effect = lower value | activity change, negative = inhibition, % at 57.5 µM | 350,000 compounds, 0.59% hits | AID 1259400;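 active = activity change of -60% or lower, but not beyond a set lower limit; inconclusive = change between -60% and -40%, or beyond the set limit; inactive = change above -40%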; also: % is scaled to controls: 0 for no effect and ±100 for the full control effect
D2 ag – agonists of human D2 dopamine receptor; 340,000 compounds, 0.53% hits; HEK293 T-REx D2 cells, calcium flux agonist mode; activation, % at 2 µM;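 active = activation over 3 SD above normal in the single-dose calcium agonist read, cut at about 30% in these data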; also: 0% is about no effect
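Agonism scored from kinetic calcium signal (1 read/sec, 180 s) following compound pin transfer, after a 10 s baseline. Cells: HEK293 Trex line expressing inducible D2 receptor coupled to calcium, dye-loaded after overnight culture at 30 C.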
An asterisk follows results filed as active; ? = inconclusive; . = no result given; [ ] = dose if it differs, or a comment.

SMILES | D2 antag | TRHR enhancer | D1 antag | RXFP1 ag | D2 potentiator | D1 PAM | D1 agonist | RXFP1 antagonist | D2 ag
Cc1nc(SCc2ccc(F)cc2)c([N+](=O)[O-])[nH]1 | -17.5 | -3.6 | 8.5 | -0.2% | 13.7 | 5.5 | 4.3 | -0.4 | 0.0
Cc1noc(/C=C/N(C)C)c1S(=O)(=O)N1CCCC(C(=O)NC2CCCCC2)C1 (stereo not drawn) | 1.0 | -0.9 | -5.4 | -0.2% | -12.7 | -0.2 | 1.2 | -7.3 | -0.1
CC(C)c1ccc(N(CC(=O)O)S(=O)(=O)c2ccc3[nH]c(=O)c(=O)[nH]c3c2)cc1 | . | -0.6 | -4.5 | 3.2% | 6.8 | -2.0 | 3.4 | 1.9 | -0.1
OCCC1CN(Cc2cccc3nonc23)CCN1Cc1ccsc1 (stereo not drawn) | 1.7 | -5.4 | 4.4 | -0.5% | -16.4 | -4.5 | -0.6 | -0.3 | 0.3
CCOC(=O)C1(CCCc2ccccc2)CCN(C(=O)C2CCCN(C(N)=O)C2)CC1 (stereo not drawn) | 11.7 | -8.6 | -2.0 | 0.8% | -2.0 | 2.7 | 2.1 | -3.0 | -1.3
COc1ccc(C)cc1N(C)C(=O)c1coc(=O)c2ccccc12 | -6.5 | 28.3 | 3.3 | -2.1% | 7.6 | -8.2 | 0.9 | 12.7 | -1.7
Nc1nc(CSc2nc3ccccc3[nH]2)cs1 | 7.9 | -4.7 | 2.2 | -1.9% | -2.6 | 4.5 | 3.6 | 8.1 | 0.6
COc1cccc(-c2nc(CS(=O)(=O)CC(=O)NC3CCCc4ccccc43)c(C)o2)c1 (stereo not drawn) | -3.1 | -5.0 | 2.4 | 0.3% | 4.6 | 0.4 | 3.5 | 2.7 | 0.5
CS(=O)(=O)N1CCC(C(=O)N2CCN(C(c3ccccc3)c3ccccc3)CC2)CC1 | 1.5 | 5.3 | -5.6 | -1.7% | 0.0 | -2.3 | 2.8 | 6.6 | 0.1
O=C(c1ccc2nccnc2c1)N1CCCC(N2CCN(c3ccc(F)cc3)CC2)C1 (stereo not drawn) | -3.0 | -7.0 | -15.7 | 2.5% | -1.3 | -3.4 | 1.1 | 5.6 | -0.1
CN1C(=O)NC(c2ccccc2[N+](=O)[O-])C2=C1CC(C)(C)CC2=O (stereo not drawn) | -6.1 | -18.0 | 2.5 | -0.6% | -18.9 | 1.4 | 2.3 | 13.5 | 0.9
O=C(Nc1nnc(-c2cc(Cl)ccc2Cl)o1)C1=COCCO1 | . | 14.2 | -8.7 | -1.8% | -3.5 | -5.2 | 3.1 | -11.5 | .
COc1ccccc1CNC(=O)CSc1ccc(-c2ccncc2)nn1 | 2.7 | 0.6 | 1.4 | 1.1% | 6.0 | 6.1 | -1.8 | -3.7 | 0.3
O=C(O)c1ccc(-n2c(O)c(C=C3N=c4ccccc4=N3)sc2=S)cc1 | -11.9 | 3.7 | 8.4 | -0.1% | 11.8 | -3.3 | 1.1 | -7.0 | 0.2
COc1cccc2sc(N3CCN(C(=O)c4ccc([N+](=O)[O-])o4)CC3)nc12 | -1.7 | 0.3 | 5.2 | 0.2% | -7.5 | 1.1 | 1.5 | -11.6 | 0.5
COc1ccccc1OCc1csc(N)n1 | 10.9 | -9.0 | -3.1 | 2.7% | -0.7 | -11.6 | 3.0 | -11.4 | 2.4
Cn1cccc1C(=O)OCc1ccc(C(C)(C)C)cc1 | . | -3.4 | -0.6 | -0.3% | . | -0.1 | 0.9 | -5.6 | .
Cc1ccc(NS(=O)(=O)c2ccc(-c3coc(C)n3)cc2)c(Br)c1 | -3.0 | 4.6 | 0.2 | -0.1% | 3.7 | -5.2 | 7.9 | 3.7 | -0.6
N=c1oc2ccccc2cc1C(=O)Nc1cccc(F)c1 | -0.4 | -1.3 | 8.1 | 1.0% | -3.9 | -4.7 | 2.9 | -9.4 | -0.1
Cc1cc(C)cc(NCC(=O)Nc2c(C)cccc2C)c1 | -6.3 | 12.4 | 4.3 | 1.2% | -1.9 | -2.5 | 3.4 | -15.0 | -1.7
COC(=O)[C@H](CC(C)C)NS(=O)(=O)N[C@@H](CC(C)C)C(=O)OC | 8.8 | 1.3 | . | 0.5% | -0.5 | -3.5 | -2.1 | . | 0.7
CCOC(=O)CSc1nc(-c2ccc(OC)cc2)ns1 | 18.1 | -3.6 | -6.3 | -0.8% | 3.7 | -3.8 | 3.0 | -4.0 | -0.1
Cc1ccc(C(=O)Cn2c3[n+](c4ccccc42)CC(O)CS3)cc1 (stereo not drawn) | -10.3 | 10.2 | 3.5 | 1.7% | 4.5 | -5.3 | 1.8 | -13.2 | -0.7
CC1CC(=O)Nc2cc([N+](=O)[O-])ccc2N1 (stereo not drawn) | -6.8 | 6.9 | 6.1 | 4.6% | -5.8 | -1.1 | 4.0 | 6.8 | 0.6
Cc1ccc(SCC(=O)NCC2COc3ccccc3O2)cc1 (stereo not drawn) | -2.7 | -2.1 | -7.8 | -1.9% | -7.1 | 3.8 | 3.2 | -7.4 | 0.3

Complete entries, quoted from the list:
Entry for CS(=O)(=O)N1CCC(C(=O)N2CCN(C(c3ccccc3)c3ccccc3)CC2)CC1 → D2 antag = 1.5; TRHR enhancer = 5.3; D1 antag = -5.6; RXFP1 ag = -1.7%; D2 potentiator = 0.0; D1 PAM = -2.3; D1 agonist = 2.8; RXFP1 antagonist = 6.6; D2 ag = 0.1
Entry for CCOC(=O)CSc1nc(-c2ccc(OC)cc2)ns1 → D2 antag = 18.1; TRHR enhancer = -3.6; D1 antag = -6.3; RXFP1 ag = -0.8%; D2 potentiator = 3.7; D1 PAM = -3.8; D1 agonist = 3.0; RXFP1 antagonist = -4.0; D2 ag = -0.1

Going on with the list:
SMILES | D2 antag | TRHR enhancer | D1 antag | RXFP1 ag | D2 potentiator | D1 PAM | D1 agonist | RXFP1 antagonist | D2 ag
CCn1c(=O)cc(N2CCN(Cc3ccccc3)CC2)[nH]c1=O | 4.2 | -1.4 | -26.4 | 4.1% | -1.3 | -1.2 | 0.5 | -11.7 | 0.1
CCOc1ccc(-c2nnc(-c3ccco3)o2)cc1OCC | 24.5 | -1.0 | 8.6 | 5.0% | -8.2 | 2.5 | -0.3 | -13.6 | -0.6
Cc1[nH]c2ccccc2c1C(=O)C(=O)NCC1CCCO1 (stereo not drawn) | 4.8 | -1.5 | -9.7 | 0.7% | -4.6 | -0.8 | 3.8 | -0.7 | 0.7
Cc1cccc(/C=N/NC(=O)c2ccncc2)n1 | -5.8 | -3.0 | 2.8 | 11.9% | -11.2 | -4.2 | 3.4 | -1.5 | 1.4
COCCn1cnc2c1c(=O)n(Cc1c(F)cccc1Cl)c(=O)n2Cc1ccccc1 | -8.5 | -1.2 | -3.5 | 4.8% | . | -6.5 | -0.5 | 8.3 | 5.3
Cc1ccc(S(=O)(=O)N2CCOCC2)cc1NC(=O)COC(=O)CCC(=O)c1cccs1 | 24.5 | 0.4 | -2.0 | -0.2% | -2.3 | -7.8 | 6.3 | 7.2 | 0.4
COC(=O)c1cc(OC)c(OC)c(OC)c1NC(=O)c1ccc(S(=O)(=O)N(C)C)cc1 | -6.1 | -2.5 | -0.1 | 0.2% | 1.1 | -3.5 | 2.3 | -0.2 | 0.2
CCOc1ccc(C2=NNC(c3cccnc3)=Nc3ccc(OC)cc32)cc1 | -9.2 | -2.0 | 7.3 | 4.3% | 2.8 | -2.1 | 2.7 | -8.2 | 0.0
O=C(O)c1cccc(CSc2nnc(-c3cccnc3)o2)c1 | 13.8 | 6.6 | -9.8 | 10.8% | -8.8 | -3.0 | 5.6 | 1.5 | -0.7
COc1cc(CNc2ccc3[nH]c(=O)[nH]c3c2)ccc1OCc1cccc(C)c1 | -0.5 | 5.9 | -20.5 | -0.7% | -1.7 | -4.3 | 1.7 | -27.0 | 0.2
O=C(Nc1cccc(Cl)c1)Nc1ccccc1C(=O)O | -4.9 | -0.3 | 1.2 | 0.2% | 3.3 | 2.6 | 1.8 | -2.1 | 0.1
CCOC(=O)Cn1nc(C)cc1NC(=O)c1cccnc1 | 25.8 | -6.5 | 1.2 | 0.7% | -9.3 | -2.0 | 5.0 | -28.6 | -0.1
CCN1CCCC1CNC(=O)C(=O)Nc1ccc(OC)cc1 (stereo not drawn) | -4.7 | 1.4 | 4.3 | -0.7% | -7.7 | 2.9 | 1.3 | -12.2 | -0.5
CSc1ccc(S(=O)(=O)N2CCC(C(=O)NCCN3CCOCC3)CC2)cc1 | -28.3 | -4.2 | -0.1 | -4.2% | -29.5 | -2.1 | 6.1 | -17.7 | -2.5
COc1ccc(NS(=O)(=O)c2ccc(OC)c3ccccc23)cn1 | 3.7 | 2.2 | 8.0 | -1.6% | 15.1 | -12.0 | 14.1 | 9.3 | -1.7
O=C(/C=C/c1ccc(F)cc1)NCCC1=CCCCC1 | -1.9 | -5.0 | -3.8 | -1.4% | -9.2 | -4.2 | -0.4 | -10.0 | -1.3
COc1ccc(CNC(=O)c2oc3c(c2C)-c2nn(Cc4ccccc4Cl)cc2CC3)cc1 | . | 1.1 | -11.2 | 22.4% | -2.6 | -0.1 | 1.7 | ? | 0.6
CCCCn1c(C)cc2c(c1=O)C1O[C@](c3ccsc3)(Cc3ccccc31)O2 | . | 33.0* | 4.6 | 3.1%[11.5 µM] | . | 4.2 | 1.8 | . | .
COn1c(=O)c(-c2ccc(F)cc2)[n+]([O-])c2ccccc21 | -14.4 | 1.2 | 3.2 | -1.9% | 0.5 | -4.5 | 0.5 | 4.2 | 0.2
Oc1ccc(N2CCN(Cc3ccc(OCCCN4CCCCC4)cc3)CC2)cc1 | 91.3* | -2.6 | -23.1 | 0.1% | -29.4 | 2.5 | 2.0 | -7.8 | 71.6*
COc1ccc(N2CCN(c3cc(C)c4ccc(O)cc4n3)CC2)cc1 | 10.8 | -6.3 | 8.5 | -1.7% | -8.8 | -1.6 | 2.2 | . | 0.3
OCCNc1nc2ccccc2[nH]1 | -2.8 | 6.0 | -7.3 | -2.9% | 4.3 | -8.0 | 2.8 | 3.5 | -0.3
Nc1nnn(CC(=O)N/N=C/c2ccc(O)cc2)n1 | -20.0 | 1.8 | -2.2 | 2.2% | -4.4 | 0.5 | 3.4 | -6.6 | 0.9
Cc1ccc(S(=O)(=O)N2CCC(C(=O)Nc3nnc(C)s3)CC2)cc1 | 6.5 | -2.1 | 10.3 | 2.2% | . | -1.9 | 0.1 | 0.2 | 3.2
O=C(NC1CC2CCC(C1)N2Cc1ccccc1)c1ccccc1Cl (stereo not drawn) | 74.5* | -5.1 | -28.0 | 0.3% | -21.4 | -7.8 | 3.6 | 0.0 | 1.5

An excerpt; count on the stated rates, not on these rows.
